3CLpro inhibitor – SARS-CoV 3CLpro protease inhibitors, primary screen, biochemical, quenched FRET; Replicase polyprotein 1ab (Severe acute respiratory syndrome coronavirus), P0C6X7; recombinant SARS-CoV 3CLpro, quenched FRET peptide cleavage; inhibition, % at 6 µM; actives 0.14% (n = 290,000); AID 1706, 2009; in the data active = inhibition above about 12%
Mtb FBA inh – Mtb FBA enzyme inhibitors, primary screen, biochemical, fluorescence, strain H37Rv; actives 2.3% (n = 360,000); purified M. tuberculosis FBA, fluorescence read-out; Fructose-bisphosphate aldolase (Mycobacterium tuberculosis (strain ATCC 25618 / H37Rv)), …; inhibition, % at 1 µM; in the data active = inhibition above about 27%;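 note: 0% = vehicle and 100% = reference inhibitor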
Target sequence (P9WQA3 whole entry, looked up): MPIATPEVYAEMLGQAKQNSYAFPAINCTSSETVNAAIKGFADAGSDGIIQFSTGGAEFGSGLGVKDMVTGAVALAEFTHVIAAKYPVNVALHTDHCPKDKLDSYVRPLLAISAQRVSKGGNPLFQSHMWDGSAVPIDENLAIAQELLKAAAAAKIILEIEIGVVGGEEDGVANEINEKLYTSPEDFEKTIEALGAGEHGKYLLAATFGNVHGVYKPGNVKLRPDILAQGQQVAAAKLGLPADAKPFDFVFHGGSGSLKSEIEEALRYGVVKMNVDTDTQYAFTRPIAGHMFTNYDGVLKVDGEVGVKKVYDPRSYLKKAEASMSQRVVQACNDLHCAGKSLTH
UGM FP inh – M. tuberculosis UGM enzyme inhibitors, primary screen, biochemical, fluorescence polarization, single point. AID 504406, 2011. inhibition, % at 10 µM. purified UGM, fluorescence polarization probe displacement. actives 0.06% (n = 320,000); in the data active = inhibition above about 10%, passing the limit was not always enough
Vc quorum ag – inducers of Vibrio cholerae quorum light production without autoinducers, primary screen, BH1578 luxS cqsA deficient, single point; activation, % at 18.7 µM; actives 0.16% (n = 350,000); AID 588436, 2011; V. cholerae BH1578 lux reporter, luminescence, 6 h; in the data active = activation mostly above about 9.7%, no sharp cut-off; note: not every result past the cut was called active; inactives centre near 0; reference of the scale not given here
SSB-PriA inh – inhibitors of Klebsiella pneumoniae PriA binding to SSB C-terminal tail, primary screen, biochemical, AlphaScreen; actives 0.6% (n = 430,000); inhibition, % at 33 µM; AID 1272365, 2023; PriA–SSB C-terminal tail interaction (Klebsiella pneumoniae); AlphaScreen SSBct-PriA binding, biotinylated peptide; in the data active = inhibition mostly above about 37%, no sharp cut-off; inactive = mostly below about 20%;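 note: plate controls were negative control peptide for no effect and reference peptide for full effect; strong numbers were not always called active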
VHR inh abs – VHR1 phosphatase inhibitors, primary screen, biochemical, absorbance, uHTS; Dual specificity protein phosphatase 3 (Homo sapiens), P51452; recombinant VHR phosphatase, pNPP absorbance; inhibition, % at 13.3 µM; actives 0.52% (n = 290,000); AID 1654, 2009; in the data active = inhibition above about 50%; note: some compounds called inactive have numbers as strong as hits
Target sequence (P51452 whole entry, looked up): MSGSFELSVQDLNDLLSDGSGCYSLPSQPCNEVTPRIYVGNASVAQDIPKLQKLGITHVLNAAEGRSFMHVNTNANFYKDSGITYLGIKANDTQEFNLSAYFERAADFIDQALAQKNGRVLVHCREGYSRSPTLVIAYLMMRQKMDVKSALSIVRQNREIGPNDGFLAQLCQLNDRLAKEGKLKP
MazEF act – activators of E. coli MazEF toxin-antitoxin RNase, primary screen, biochemical, fluorescence, uHTS; FAM/BHQ RNA-DNA oligo cleavage fluorescence, 5 h; activation, % at 20 µM; actives 0.32% (n = 350,000); Endoribonuclease toxin MazF (Escherichia coli (strain K12)), P0AE70; in the data active = activation above about 50%
Target sequence (P0AE70 whole entry, looked up): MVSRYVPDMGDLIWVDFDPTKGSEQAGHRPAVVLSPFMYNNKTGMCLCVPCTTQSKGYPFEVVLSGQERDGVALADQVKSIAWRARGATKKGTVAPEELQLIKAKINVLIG
GDH-TPI inh – GDH-TPI coupling enzyme inhibitors, primary screen, artefact control for M. tuberculosis FBA inhibitor project, biochemical, absorbance, full deck | actives 1.2% (n = 360,000) | GDH-TPI coupled enzyme counterscreen, NADH absorbance | inhibition, % at 4.8 µM; in the data active = inhibition above about 30%;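 note: 0% = DMSO wells and 100% = wells lacking the enzyme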
Rv3671c inh – Rv3671c serine protease inhibitors, primary screen, biochemical, fluorescence polarization, M. tuberculosis H37Rv | actives 0.048% (n = 320,000) | AID 2606, 2010 | inhibition, % at 5.96 µM | P9WHR9; in the data active = inhibition above about 38%;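 note: extracellular domain of Rv3671c used as enzyme; 0% = enzyme with DMSO and 100% = no enzyme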
Target sequence (P9WHR9 whole entry, looked up, the tested form may be a part): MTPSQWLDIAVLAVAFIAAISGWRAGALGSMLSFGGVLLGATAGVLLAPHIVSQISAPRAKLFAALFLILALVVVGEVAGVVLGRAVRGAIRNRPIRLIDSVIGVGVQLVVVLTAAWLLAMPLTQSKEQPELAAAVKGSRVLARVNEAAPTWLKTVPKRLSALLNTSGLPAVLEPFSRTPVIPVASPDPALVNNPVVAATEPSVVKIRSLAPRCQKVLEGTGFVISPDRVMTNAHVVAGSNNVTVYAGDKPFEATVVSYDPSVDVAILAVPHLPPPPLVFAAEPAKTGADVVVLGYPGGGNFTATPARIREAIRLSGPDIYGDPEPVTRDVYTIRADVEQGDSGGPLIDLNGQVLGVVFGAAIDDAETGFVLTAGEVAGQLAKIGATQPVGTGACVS
BioA inh – M. tuberculosis BioA enzyme inhibitors, primary screen, biochemical, plate reader, single point, HTS | inhibition, % at 9.99 µM | 7,8-diaminopelargonic acid synthase BioA (Mycobacterium tuberculosis) | purified M. tuberculosis BioA enzyme | actives 0.096% (n = 360,000); in the data active = inhibition above about 40%
* = called active by the depositor; i = inactive; · = no result given; & = joins results of further samples. An excerpt, so the mix of outcomes need not match the whole.

SMILES	3CLpro inhibitor	Mtb FBA inh	UGM FP inh	Vc quorum ag	SSB-PriA inh	VHR inh abs	MazEF act	GDH-TPI inh	Rv3671c inh	BioA inh
Cc1ccc(S(=O)(=O)Nc2c(C)n(C)n(-c3ccccc3)c2=O)cc1C(=O)OCC(=O)N1CCCC(C)C1 (centres undefined)	7	0	0.8	-0.9	-8	15	-2	-2	-3	-1.9
Cc1cccc(NS(=O)(=O)c2c(C)noc2C)c1	6	-1	-0.1	i	6	4	-8	-3	2	·
COC(=O)c1ccc(COc2cccn3c(N(C)C(=O)CCC4CCCC4)c(C)nc23)cc1	·	1	·	-0.7	·	·	·	-7	·	-0.2
CC(=O)c1cccc(NC(=O)Cc2ccc3c(c2)CCCC3)c1	4	3	-1.2	i	-13	-8	-4	-8	-7	1.1
CCCN(CC(=O)Nc1ccccc1C)C(=O)c1ccc(Cl)c(S(=O)(=O)N2CCCC2)c1	·	-1	-2.1	i	7	·	0	-3	-1	·
CC(C)Oc1ccc(CCNC(=O)CC2C(=O)NCCN2C)cc1 (centres undefined)	3	2	-0.4	i	6	-27	2	3	10	0.7
CC(C)CCNC(=O)c1ccc(Cl)c(NC(=O)c2ccccc2F)c1	1	·	-0.3	·	·	4	·	·	0	·
Cc1cc(C(=O)OCC(=O)N(C)c2ccccc2)c(C)o1	·	1	-2.9	-2.6	-14	·	2	0	1	-1.4
CC1(C(=O)NS(=O)(=O)c2cccc(OC(F)F)c2)CCN1C(=O)c1ccccc1 (centres undefined)	·	-1	·	i	·	·	·	-11	·	-1.2
O=C(NCCCc1nc2ccccc2[nH]1)c1ccc(F)cc1	0	-4	0.4	-0.2	-9	8	2	-12	-7	·
COc1ccc(-c2sc3ccc(OC)cc3c2C#Cc2ccccn2)cc1	·	22	-1.2	-2.1	-58	·	-18	14	-46	-0.2
CCC(NC(=O)c1cncc(Br)c1)c1ccccc1 (centres undefined)	·	3	-1.4	0.9	-13	·	4	-5	2	-0.4
COc1cc(OC)nc(Oc2ccccc2C=O)n1	·	-2	·	-0.7	-8	·	3	1	·	-0.6
O=C1NC(=O)N(c2ccccc2)C(=O)/C1=C\c1ccccc1[N+](=O)[O-]	0	1	4.3	-0.3	0	17	-15	-6	-2	·
COc1ccccc1NS(=O)(=O)c1cc(NC(=O)CNC(=O)c2ccc(C)s2)ccc1Cl	-2	4	·	0.3	-7	-4	-18	-7	-40	0.6
COc1ccc(CCNC(=O)CCn2c(=O)oc3ccccc32)cc1	5	-2	-0.9	-0.2	-6	2	2	4	-3	-1.0
Cc1nc([N+](=O)[O-])cn1CC(O)c1ccc(F)cc1 (centres undefined)	1	1	0.9	0.2	1	-12	9	6	-1	0.9
CC(=O)Nn1c(C)nnc1-n1nc(C)cc1C	0	2	-0.3	-0.8	-14	-12	-3	-2	-1	·
O=C(Nc1ccc2c(c1)OCCO2)c1c[nH]c(=O)n(-c2ccc(F)c(Cl)c2)c1=O	1	1	-1.3	i	-2	5	0	6	23	1.0
CC1CCC(NC(=O)CN2CCCN(Cc3ccc(F)cc3Cl)C2=O)CC1 (centres undefined)	-4	2	1.2	i	-12	8	-7	-9	7	19
CCCCNc1ccccc1C(=O)OCC(=O)Nc1ccc(S(N)(=O)=O)cc1	2	48*	-0.7	i	-23	-10	-3	-11	-36	0.0
CCC(=O)c1ccc(OCC(=O)N2CCN(CC(=O)Nc3ccc(C)cc3)CC2)cc1	·	-2	-1.4	-0.8	2	·	2	1	4	5.6
CCN1C(=O)Nc2cccc3cccc1c23	·	2	0.5	-0.5	3	·	8	8	4	-0.1
COc1ccc2nc(SCC(=O)NCc3ccc(S(N)(=O)=O)cc3)[nH]c2c1	-1	3	0.4	-0.5	-9	6	-6	0	7	-0.8
Cc1ccc(NC(=O)c2ccc(=O)[nH]c2)cc1S(=O)(=O)N1CCCCC1	-4	3	1.2	i	-6	1	-5	4	-3	·

For reference, some entries already given.
SMILES	3CLpro inhibitor	Mtb FBA inh	UGM FP inh	Vc quorum ag	SSB-PriA inh	VHR inh abs	MazEF act	GDH-TPI inh	Rv3671c inh	BioA inh
CCCCNc1ccccc1C(=O)OCC(=O)Nc1ccc(S(N)(=O)=O)cc1	2	48*	-0.7	i	-23	-10	-3	-11	-36	0.0
CCC(=O)c1ccc(OCC(=O)N2CCN(CC(=O)Nc3ccc(C)cc3)CC2)cc1	·	-2	-1.4	-0.8	2	·	2	1	4	5.6
CCN1C(=O)Nc2cccc3cccc1c23	·	2	0.5	-0.5	3	·	8	8	4	-0.1
COc1ccc2nc(SCC(=O)NCc3ccc(S(N)(=O)=O)cc3)[nH]c2c1	-1	3	0.4	-0.5	-9	6	-6	0	7	-0.8
Cc1ccc(NC(=O)c2ccc(=O)[nH]c2)cc1S(=O)(=O)N1CCCCC1	-4	3	1.2	i	-6	1	-5	4	-3	·

More compounds.
SMILES	3CLpro inhibitor	Mtb FBA inh	UGM FP inh	Vc quorum ag	SSB-PriA inh	VHR inh abs	MazEF act	GDH-TPI inh	Rv3671c inh	BioA inh
Cc1ccccc1-c1ccc(=O)n(CC(=O)Nc2ccc(-n3cnnn3)cc2)n1	0	-4	-0.1	-0.5	-7	15	2	-11	-15	-1.1
Cc1cccc(NC2=NCC(=O)N2CCc2ccccc2)c1	1	-3	0.2	·	-29	23	-7	-1	-14	-3.6
CC1=C(C(=O)OC2CCCCC2)C(c2ccc(O)cc2)NC(=O)N1 (centres undefined)	-1	-1	0.4	-0.3	-4	4	4	-1	4	2.0
COC(=O)CSc1nnc(-c2ccncc2)o1	-2	6	-2.0	i	1&-2	-8	4	7	-1	-0.1
CC(SCc1ccccc1)C(=O)Nc1ccccc1-c1ccccc1 (centres undefined)	3	1	-1.6	i	-59	3	-8	8	0	·
C[C@]12CCC3[C@@H](CC[C@H]4C[C@@H](O)CC[C@]34C)C1CCC2=O (some centres undefined)	-1	-1	2.7	-1.3	-6	41	5	2	1	1.3
CCOC(=O)C1CCN(C(C(=O)NC2CCCCC2)c2ccc(OC)cc2)CC1 (centres undefined)	-3	3	2.9	i	-2	-8	-6	0	1	-2.0
O=C(Nc1cccc2cccnc12)c1ccc2sc([C@@H]3O[C@H](CO)[C@H](O)[C@H](O)[C@H]3O)nc2c1	·	0	·	0.6	·	·	·	15	·	-1.2
O=C(NC(=S)Nc1ccc2c(c1)OCO2)c1ccccc1	2	-1	-5.4	·	-10	5	-3	5	5	-0.9
COc1cccc(-c2cc(C(=O)Nc3ccn(Cc4ccc(C)cc4)n3)no2)c1	-1	-1	2.4	-0.3	1	10	14	-4	1	-1.2
CSc1nnc2c(n1)OC(c1ccc(C(=O)O)cc1)N(C(C)=O)c1ccccc1-2 (centres undefined)	-3	5	-1.5	-0.2	-3	-4	-9	22	-2	-4.4
CC1(C)CC(O)CC(C)(C)N1CC(O)COCCOc1ccc(Br)cc1 (centres undefined)	-2	3	1.2	i	-2	11	-2	2	-5	-0.4
CCC1(CC)NC(=O)N(CC(=O)OCC(=O)NC(=O)c2ccc(Cl)cc2)C1=O	-3	2	2.0	-0.4	-8	-11	-15	-3	3	·
COC(=O)C1=C(C)N(CCc2ccccc2)C(=O)C1	-5	-5	0.8	-1.9	2	18	-4	-3	2	-0.4
O=C1CCCC2=C1C(c1cccc(O)c1)c1c(ccc3ncccc13)N2 (centres undefined)	1	-1	0.0	-0.3	0	23	-3	18	7	·
CCOc1ccc(S(=O)(=O)N2CCCC(C(=O)NCc3ccccn3)C2)cc1C (centres undefined)	-10	0	1.0	-0.3	-6	4	2	7	2	·
O=C(O)c1cc2c(cc1NC(=O)c1ccccc1C(F)(F)F)OCCCO2	1	8	1.1	-1.5	-20	27	-14	2	-4	-0.1
Cc1cccc(-n2c(=O)[nH]c3c(C(N)=O)nc(C(C)C)nc32)c1	-4	24	0.1	-7.1	5	22	-5	12	-8	-7.7
NC(CCC(=O)NC(CS)C(=O)NCC(=O)O)C(=O)O (centres undefined)	·	-2	·	i	-17	·	1	-1	·	-1.3
CC1CN(C(=O)/C=C/c2ccc3c(c2)OCO3)CC(C)O1 (centres undefined)	-1	9	3.1	-0.4	-4	14	-10	35*	2	-0.7
Cc1ccc(NC(=O)C2CCCN(S(=O)(=O)c3ccc(-n4cnnn4)cc3)C2)cc1 (centres undefined)	-4	3	2.3	-0.2	4	2	10	-5	5	-1.3
O=C(Nc1ccc(N2CCOCC2)cc1)C1CCCCN1S(=O)(=O)c1ccccc1 (centres undefined)	0	0	0.8	-6.9	-7	13	-5	4	-11	·
CCOc1cc(C2NC(=S)NC(C)=C2C(=O)Nc2ccc(OC)cc2)ccc1O (centres undefined)	-4	1	3.0	i	-8	-2	-13	7	-8	15
COc1cccc(CN2CCCC(C(=O)c3ccc4c(c3)OCO4)C2)c1O (centres undefined)	-3	-4	-4.6	i	1	25	5	2	7	·
CN(C)C(=O)C[n+]1ccc(/C=N/O)cc1	-1	-2	-1.3	-1.4	·	-2	-12	20	-3	·

(listing goes on)
SMILES	3CLpro inhibitor	Mtb FBA inh	UGM FP inh	Vc quorum ag	SSB-PriA inh	VHR inh abs	MazEF act	GDH-TPI inh	Rv3671c inh	BioA inh
CCN(CC)S(=O)(=O)c1ccc(NC(=O)C(C)N(c2ccc(OC)cc2)S(C)(=O)=O)cc1 (centres undefined)	-5	0	·	0.4	-4	4	-4	6	-2	-0.5
O=C(Nc1ccc(N2CCN(Cc3ccccc3)CC2)cc1)c1ccccc1[N+](=O)[O-]	-1	1	0.6	-0.3	4	11	-11	-7	1	·
O=C1CN(CC(=O)N2CCCCC2)c2ccccc2O1	0	-3	2.7	i	11	19	-13	2	-5	1.5
Clc1nc2sccn2c1/C=N/n1cnc2ccccc21	-4	0	2.8	i	·	44	11	47*	-4	-0.1
COc1ccccc1OCC(=O)NCCSCc1ccc(Cl)cc1	7	2	0.7	-0.1	-17	-1	4	-4	-5	·
CCN(C(=O)c1cc2cccc(OC)c2oc1=O)C1CCCCC1	2	2	0.3	i	-4	4	2	7	-7	-0.2
O=C(CSc1cn(CC(=O)N2CCCC2)c2ccccc12)NCC1CCCO1 (centres undefined)	3	4	-3.5	0.1	2	16	-4	-9	-7	·
COc1ccc(C(=O)c2c(-c3cccc(C)c3)oc3ccc(N4CCOCC4)cc23)cn1	5	-1	3.1	i	-78	36	1	9	-5	-1.2
COc1ccccc1NC(=O)COc1ccc(/C=N/NS(=O)(=O)c2ccc(C)cc2)cc1	5	2	-0.4	i	·	13	-3	4	-8	1.3
O=C(NC(=S)Nc1ccccc1N1CCOCC1)c1sc2ccccc2c1Cl	6	-3	1.1	i	-6	2	-7	-3	-3	·
CC1CCN(S(=O)(=O)c2ccc(F)c(C(=O)O)c2)CC1	1	2	-0.4	-0.2	-9	-1	-1	-10	-4	-1.1
CCCc1ccc(S(=O)(=O)NCc2nnc(SC)n2C)cc1	-2	0	1.0	-0.2	-16	-19	-6	-7	-11	3.2
COc1cc(/C=N/Nc2nnc3c(n2)[nH]c2ccccc23)ccc1O	0	1	2.2	-0.3	·	-4	19	8	15	-0.2
Cc1csc(NC(=O)CSc2nc(C(C)C)nc3c2c(=O)n(C)c(=O)n3C)n1	0	1	0.3	-2.1	-12	29	6	7	-1	-3.6
Cc1c(Br)c(C(F)(F)F)nn1CC(=O)NCC1CCCO1 (centres undefined)	1	-1	-0.9	1.5	-25	1	-5	14	2	-1.3

Bioassay records from PubChem BioAssay.
